LMPTP inh: LMPTP phosphatase inhibitors, primary screen, biochemical, fluorescence intensity, uHTS; Low molecular weight phosphotyrosine protein phosphatase (Homo sapiens), P24666; recombinant LMPTP-A, OMFP fluorogenic substrate; inhibition, % at 20 µM; 0.22% of 360,000 active; AID 651560, 2012;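 active = compounds that cut the enzyme signal by at least half of the control window in the single-dose screen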;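 note: plate controls were DMSO wells with enzyme plus substrate for no effect and substrate without enzyme for full effect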
Target sequence (P24666 whole entry, looked up): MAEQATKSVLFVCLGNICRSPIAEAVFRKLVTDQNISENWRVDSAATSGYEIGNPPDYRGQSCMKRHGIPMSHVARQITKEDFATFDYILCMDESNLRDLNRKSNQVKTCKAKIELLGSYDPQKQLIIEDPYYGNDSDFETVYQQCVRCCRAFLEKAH
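Test system: LMPTP-A, protein tyrosine phosphatase of low molecular weight; Input: 0.625 nM enzyme; Incubation: 50 min dark incubation at room temperature; Signal: endpoint fluorescence intensity from OMFP dephosphorylation; Read-out basis: % inhibition versus control wells.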
MsrA act: bovine MsrA enzyme activators, primary screen, biochemical, absorbance, HTS | purified bovine MsrA, absorbance read-out | activation, % at 10.6 µM | 0.3% of 360,000 active; in the data active = activation above about 7.5%;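 note: 0% = vehicle and 100% = reference activator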
SUMO1-SIM PPI: modulators of SUMO1 protein-protein interactions, primary screen, biochemical, uHTS. Small ubiquitin-related modifier 1 (Homo sapiens), P63165. SUMO1 binding to a labelled peptide, TR-FRET, 1 h. inhibition, % at 20 µM. 0.33% of 360,000 active; in the data active = inhibition above about 37%
MsrA inhibitor: bovine MsrA enzyme inhibitors, primary screen, biochemical, absorbance, HTS; Methionine sulfoxide reductase A (Bos taurus); purified bovine MsrA, absorbance read-out; inhibition, % at 15.5 µM; 0.75% of 360,000 active; in the data active = inhibition above about 4.5%;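 note: 0% = vehicle wells with enzyme and 100% = reference inhibitor wells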
CendR NRP1 mod: modulators of CendR peptide binding to NRP-1, primary screen, biochemical, fluorescence polarization, uHTS. FAM-RPARPAR peptide binding to NRP-1. inhibition, % at 25 µM. 0.85% of 360,000 active. AID 602438, 2012;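 active = inhibition or corrected inhibition above about 18%, plus a signal ratio from 0.5 to 1.5, limit read from the data, passing the limit was not always enough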; note: strong numbers were not always called active
Target sequence (O14786 whole entry, looked up): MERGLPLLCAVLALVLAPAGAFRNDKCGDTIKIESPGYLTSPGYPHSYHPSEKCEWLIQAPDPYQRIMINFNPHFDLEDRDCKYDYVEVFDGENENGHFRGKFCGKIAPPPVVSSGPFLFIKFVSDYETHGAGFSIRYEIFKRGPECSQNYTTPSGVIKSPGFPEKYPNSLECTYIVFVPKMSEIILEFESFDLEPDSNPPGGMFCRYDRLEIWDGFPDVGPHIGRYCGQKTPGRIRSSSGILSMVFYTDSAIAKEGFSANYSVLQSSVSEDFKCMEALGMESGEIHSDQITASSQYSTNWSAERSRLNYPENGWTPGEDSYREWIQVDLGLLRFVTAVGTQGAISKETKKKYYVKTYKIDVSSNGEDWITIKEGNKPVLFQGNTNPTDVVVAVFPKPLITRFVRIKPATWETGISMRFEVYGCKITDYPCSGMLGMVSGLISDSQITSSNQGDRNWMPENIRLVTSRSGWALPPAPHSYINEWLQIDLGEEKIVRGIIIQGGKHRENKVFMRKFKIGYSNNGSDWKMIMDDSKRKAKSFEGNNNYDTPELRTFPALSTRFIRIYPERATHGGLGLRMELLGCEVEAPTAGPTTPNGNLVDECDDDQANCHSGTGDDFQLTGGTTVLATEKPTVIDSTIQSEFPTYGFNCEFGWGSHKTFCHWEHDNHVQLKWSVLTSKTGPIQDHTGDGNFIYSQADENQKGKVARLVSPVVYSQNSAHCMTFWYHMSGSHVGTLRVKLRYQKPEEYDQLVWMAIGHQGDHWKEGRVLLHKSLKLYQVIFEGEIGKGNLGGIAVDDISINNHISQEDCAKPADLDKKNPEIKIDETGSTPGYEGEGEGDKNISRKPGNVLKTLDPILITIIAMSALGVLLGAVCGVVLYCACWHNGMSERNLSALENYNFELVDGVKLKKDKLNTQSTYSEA
STEP inh: STEP phosphatase inhibitors, primary screen, biochemical, fluorescence intensity, uHTS. 0.25% of 360,000 active. Tyrosine-protein phosphatase non-receptor type 5 (Homo sapiens), P54829. recombinant STEP, OMFP fluorogenic substrate. AID 588621, 2011. inhibition, % at 20 µM;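 active = inhibition at 20 µM, scaled per plate between control wells, above about 37%, limit read from the data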;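 note: 0% = DMSO with enzyme and substrate and 100% = substrate only without enzyme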
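material = STEP tyrosine phosphatase | reagent = fluorogenic phosphatase substrate OMFP at 25 µM final | doses = single compound dose of 20 µM, 1% DMSO final | schedule = 20 min reaction, room temperature, in the dark | measured by = fluorescence, 480/540 nm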
eLon inh: inhibitors of E. coli Lon protease, primary screen, biochemical, fluorescence polarization; purified E. coli Lon protease; inhibition, % at 7.94 µM; 0.42% of 360,000 active; AID 602123, 2011; in the data active = inhibition above about 13%, passing the limit was not always enough;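 note: 0% = enzyme with probe and DMSO and 100% = no enzyme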
Tb MetRS inh: T. brucei MetRS inhibitors, primary screen, biochemical, luminescence | 0.4% of 360,000 active | purified T. brucei MetRS, ATP depletion, Kinase-Glo luminescence | methionyl-tRNA synthetase (Trypanosoma brucei brucei) | inhibition, % at 11.9 µM;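 active = inhibition above a per-plate cutoff of the control wells' mean inhibition plus 3 SD, cut at about 5.5% in these data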;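 note: 0% = DMSO wells median and 100% = median of wells with control inhibitor compound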
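Test system: purified T. brucei MetRS enzyme. Also added: ATP, methionine and E. coli bulk tRNA substrates. Compound: 11.9 µM single point. Schedule: 15 min enzyme-compound preincubation, 2 h reaction, 10 min detection, 25 °C. Signal: luciferase luminescence of residual ATP, Kinase-Glo. Evaluation: percent inhibition versus plate control medians. Controls: DMSO wells, low control.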
Scp1 inh: Scp-1 phosphatase inhibitors, primary screen, biochemical, colorimetric, uHTS. Carboxy-terminal domain RNA polymerase II polypeptide A small phosphatase 1 (Homo …. Recombinant Scp1, phosphopeptide, malachite green phosphate absorbance. inhibition, % at 20 µM. 0.88% of 340,000 active;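 active = inhibition above about 50% at 20 µM, limit read from the data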;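 note: plate controls were DMSO wells with enzyme for no effect and wells lacking enzyme for full effect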
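Test system – truncated SCP-1 phosphatase (76-261aa) · Reagent – Phosphorylated 17-residue peptide substrate · Incubation – 45 min room-temperature reaction, 5 min colour, 30 min stabiliser · Detection – colorimetric phosphate reagent with accelerator and stabiliser, absorbance at 630 nm · Measure – % inhibition at 20 µM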
DNMT1 block: human DNMT1 methyltransferase inhibitors, primary screen, biochemical, molecular beacon, fluorescence, HinP1I cleavage, uHTS; DNA (cytosine-5)-methyltransferase 1 (Homo sapiens), P26358; inhibition (reported as % activation of signal), % at 10 µM; 0.83% of 360,000 active; AID 588458, 2011; in the data active = inhibition above about 50%
* marks the source's active call; other numbers are inactive results; . = not tested or not shown. Outcome played no part in choosing rows. Share with any hit: about 4.3%.

SMILES	LMPTP inh	MsrA act	SUMO1-SIM PPI	MsrA inhibitor	CendR NRP1 mod	STEP inh	eLon inh	Tb MetRS inh	Scp1 inh	DNMT1 block
O=C1NC[C@H](CCCCN2CCN(Cc3ccccc3)C(=O)C2=O)N(CCc2ccccc2)C1=O	1.4	-3	4	-0.2	1	.	-12	-0.5	.	.
COc1cccc(/C=N/NC(=O)c2c(C)nc3ccc(Cl)cn23)c1OC	0.0	-5	-4	-0.3	1	-2	-2	0.6	-4	-2
CC1=NN(C(=O)c2ccc(C)cc2)C(O)(C(F)(F)OC(F)(F)F)C1 (stereo unspecified)	0.7	-2	-1	0.9	6	2	13	-0.4	-8	1
C=CCN(CC=C)S(=O)(=O)c1ncn[nH]1	-2.9	-4	44*	-0.4	-8	2	-2	-1.3	0	41
COC(=O)[C@@H](NCc1ccc(B(O)O)cc1)C(C)C	-1.9	-3	1	-1.6	2	1	2	-0.3	-4	4
N#Cc1c(NC(=O)CSc2nc(N)cc(=O)[nH]2)sc2c1CCCC2	1.2	-10	8	-0.2	1	0	-3	-0.8	-2	-1
O=C(c1ccco1)n1nc(-c2cccnc2)nc1NCc1ccco1	0.8	-2	0	0.8	-6	1	-1	-0.4	-10	3
COc1ccc(-c2cc3nc(NCc4ccc(N(C)C)cc4)n(C)c(=O)c3s2)cc1OC	5.6	-2	-4	1.6	-4	-4	-2	-0.1	.	-16
NC(=O)CSc1nnc(-c2cccs2)n1-c1ccccc1	-2.2	-8	1	-0.6	1	-3	-8	-1.3	3	0
COc1cccc(/C=N/n2c(COc3ccccc3)n[nH]c2=S)c1O	-1.2	1	1	-0.9	-6	4	1	0.1	-10	0
COc1ccc(CCNC(=O)C/C(C)=N/NC(=O)c2ccc(Cl)cc2Cl)cc1OC	0.9	-4	1	-1.0	-2	-2	7	0.1	-5	1
COc1ccccc1/C=C1\SC(=S)N(CCC(=O)Nc2nnc(C)s2)C1=O	-0.2	-2	-1	1.7	-3	2	0	-0.4	4	40
CC(=O)Nc1ccc(NC(=O)C(C)OC(=O)C2CC3C=CC2C3)cc1 (stereo unspecified)	-1.1	-6	-2	-0.4	-5	-4	3	-0.6	-1	-1
Cc1cc(=O)oc2cc(OCCc3ccccc3)ccc12	0.5	3	5	0.2	7	-1	4	-0.3	-14	-1
CCOC(=O)c1c(C)[nH]c(C)c1C(=O)CSc1nc2ccccc2c(=O)n1-c1ccc(CC)cc1	4.3	-2	5	-1.1	-9	-1	-4	0.7	-21	-19
CSc1cccc(NC(=O)c2ccc(CN3CCc4ccccc4C3)cc2)c1	-0.2	-7	0	-0.5	7	2	9	-1.3	7	-7
c1ccc(COc2cccc(-c3cc4nc(NCCc5ccncc5)ccn4n3)c2)cc1	-0.3	-6	1	0.6	-4	0	-8	-0.4	.	-32
C[C@@H]1CN([C@@H](C)CO)C(=O)CCCn2nncc2CO[C@@H]1CN(C)S(=O)(=O)c1ccc(Oc2ccccc2)nc1	-2.8	-2	-4	-0.5	3	11	1	0.0	.	2
C/C(=N\NC(=O)c1c[nH]c2ccccc12)c1ccco1	-0.2	-3	-1	1.2	-10	0	-1	2.4	-5	-1
CC(C)(C)c1ccc(C(=O)Nc2ccccc2C(=O)NCCN2CCOCC2)cc1	-0.9	-1	-8	0.8	1	1	-16	-0.7	-5	3

Grouped by structure, those above containing an aryl thioether with sulfur outside any ring (4)
SMILES	LMPTP inh	MsrA act	SUMO1-SIM PPI	MsrA inhibitor	CendR NRP1 mod	STEP inh	eLon inh	Tb MetRS inh	Scp1 inh	DNMT1 block
N#Cc1c(NC(=O)CSc2nc(N)cc(=O)[nH]2)sc2c1CCCC2	1.2	-10	8	-0.2	1	0	-3	-0.8	-2	-1
NC(=O)CSc1nnc(-c2cccs2)n1-c1ccccc1	-2.2	-8	1	-0.6	1	-3	-8	-1.3	3	0
CCOC(=O)c1c(C)[nH]c(C)c1C(=O)CSc1nc2ccccc2c(=O)n1-c1ccc(CC)cc1	4.3	-2	5	-1.1	-9	-1	-4	0.7	-21	-19
CSc1cccc(NC(=O)c2ccc(CN3CCc4ccccc4C3)cc2)c1	-0.2	-7	0	-0.5	7	2	9	-1.3	7	-7

The list goes on.
SMILES	LMPTP inh	MsrA act	SUMO1-SIM PPI	MsrA inhibitor	CendR NRP1 mod	STEP inh	eLon inh	Tb MetRS inh	Scp1 inh	DNMT1 block
O=C(c1ccco1)N1CCN(Cc2cccc([N+](=O)[O-])c2)CC1	-2.1	-5	-13	1.1	-2	3	3	-0.6	-3	-1
CN(CC(=O)NCc1ccncc1)S(=O)(=O)c1ccc2ccccc2c1	-1.7	-1	-1	-1.1	0	-3	1	-0.3	-2	9
O=C(COC(=O)C1CCN(c2ccc(C(F)(F)F)cn2)CC1)c1ccc(F)cc1	3.2	-2	-4	0.2	-10	3	-2	-0.4	-3	3
CC1CCCCC1NC(=O)C1CCN(S(=O)(=O)N2CCOCC2)CC1 (stereo unspecified)	-1.2	-2	0	2.0	-17	-4	-8	-0.4	-3	2
Cc1nn(-c2ccccc2)c(C)c1/C=N/n1c(-c2ccccc2Br)n[nH]c1=S	2.0	0	5	1.4	-10	0	-2	-0.8	3	-1
COc1ccc(CCNC(=O)C2CCC(=O)N(CCc3ccc(OC)cc3)C2)cc1 (stereo unspecified)	-0.8	-3	16	0.1	10	-1	4	-0.1	-5	1
Nc1ccc2c(C(F)(F)F)cc(=O)oc2c1	1.3	-2	-11	1.3	7	-1	-6	-0.2	-7	5
C=CCNC(=O)C1CCN(S(=O)(=O)c2ccccc2)CC1	-0.6	-3	3	-1.1	8	-10	-1	-0.2	-4	3
CC(=C/c1ccccc1)/C=N/n1c(-c2ccco2)n[nH]c1=S	2.8	1	-13	0.7	-18	2	-15	0.3	-9	0
Cc1cc(C)cc(NC(=O)C(NCC2CCCO2)c2ccccc2)c1 (stereo unspecified)	-0.3	-1	-2	-0.5	-10	-1	11	0.3	-3	-3
FC(F)(F)c1cccc(Cc2noc(CN3C[C@@H]4CCC[C@H]3C4)n2)c1	1.0	1	4	1.4	4	4	11	-0.7	-5	-1
CC(C)(C)OC(=O)CN1C(=O)NC(Cc2c[nH]c3ccccc23)C1=O (stereo unspecified)	-1.6	0	3	-1.8	13	-1	6	-0.7	-1	8
c1ccc(CN(CCN2CCOCC2)Cc2ccccc2)cc1	-0.2	-2	-2	0.6	18	-1	-7	-0.3	-1	-4
COc1ccc(NC(=O)C2C3C=CC4(O3)C2C(=O)N(CCCN2CCCCC2)C4C(=O)NC2CCCC(C)C2C)cc1 (stereo unspecified)	-0.1	-10	-1	0.2	0	0	2	-2.0	8	1
NC(=O)C1(N2CCCCC2)CCN(C(=S)Nc2ccc(F)c(Cl)c2)CC1	2.7	-1	3	-0.1	11	4	-3	-0.3	-10	-1
Cc1cc(NC(=O)COC(=O)C2CCN(S(=O)(=O)c3ccc(Cl)cc3)CC2)no1	-0.2	-9	-4	0.3	10	-1	6	-2.8	8	6
CC(=O)Nc1cccc(-c2ccnc3c2CC(C)(C(=O)Nc2cccc(NS(C)(=O)=O)c2)O3)c1 (stereo unspecified)	1.0	-6	6	-1.0	-16	1	-10	-0.5	.	3
Nc1nc(Cl)cc(Oc2ccccc2F)n1	-1.0	-4	-2	0.4	8	0	-5	-0.9	-7	21
O=C(O)CCC(=O)Nc1nnc(C(F)(F)F)s1	-1.0	-4	3	-1.1	8	3	-4	-0.7	-2	1
CN(C)CCC=C1c2ccccc2CCc2ccccc21	1.0	-1	0	0.7	-8	-3	-12	-1.3	-9	0
C=CCn1c(SCC(=O)NC2(C#N)CCCCC2)nnc1-c1ccncc1	0.1	-1	1	-0.3	0	0	-9	-0.2	-9	2
Cc1sc2ncnc(OCC(=O)NCc3cccs3)c2c1C	-0.5	-7	-2	-0.1	9	4	3	-0.1	-7	4
N=c1sccn1CC(=O)Nc1ccccc1Oc1ccccc1	-0.7	-7	1	-0.5	6	-2	-7	-1.1	4	1
CC(C)(C)C(=O)NCCn1ccc2ccccc21	-1.2	-8	-2	-1.1	1	1	-5	-0.6	2	5
Cc1ccc(C)c(-n2c(Cc3cc(=O)[nH]c(=O)[nH]3)nnc2SCC(=O)NCC2CCCO2)c1 (stereo unspecified)	-0.4	-1	-1	0.7	0	1	-8	0.1	-2	3
O=C1c2ccccc2C(=O)C12OC2c1cccc2ccccc12 (stereo unspecified)	15	-2	39*	-1.5	13	34	1	-0.1	-1	58*
c1cc2c3c(cccc3c1)NC1(CCC3(CC1)Nc1cccc4cccc(c14)N3)N2	5.8	-2	-7	0.7	-14	1	5	-1.4	41	-16
COc1ccc2ccccc2c1/C=N/NC(=O)c1nnn(-c2nonc2N)c1C(C)C	6.3	0	-10	1.6	12	-2	1	-0.1	-3	-8
COc1cccc(CNC(=O)[C@@H]2CCCN2C(=O)[C@@H]2CCCN2C(=O)c2ccccc2)c1	-2.4	-10	8	0.4	-6	.	5	-2.3	.	.
Cc1ccccc1NC(=O)CSc1[nH]c(=O)cc(C)c1C#N	0.1	0	17	1.3	-47	0	-1	-0.4	47	26
O=C(OCc1cc(=O)n2ccsc2n1)c1ccccc1NCCO	4.2	-2	11	2.3	1	5	1	-0.1	59*	59*
COc1cc(-c2cn[nH]c2N)cc(OC)c1OC	-0.3	-2	7	.	0	-2	-2	-0.4	-5	-1
S=C(Nc1ccc2c(c1)OCO2)NC1CCN(Cc2ccccc2)CC1	-1.4	0	14	0.7	-4	-2	-2	0.6	-7	-4
CCOC(=O)CCCn1c(C)nc(=O)c(-c2ccccc2)c1C	-0.5	-11	-2	-1.1	-1	0	-4	-1.4	-8	2
CCCCSc1nsc(NC(C)=O)n1	-0.7	-2	-4	-1.3	-11	1	-3	-0.2	-11	2
Cc1n[nH]c(C)c1CCOc1ccc(C(C)C)cc1	1.3	-4	-3	-0.9	12	3	4	-1.4	-7	1
COc1cc(OC)cc(C(=O)NNC(=O)CCCOc2ccccc2)c1	-1.1	-1	1	0.0	8	2	2	0.0	-8	-2
CC1CN(C(=O)c2ccccc2Oc2ccccc2)CC(C)O1 (stereo unspecified)	-1.1	-2	3	-0.7	4	-2	-7	-0.2	9	2

Bioassay records: PubChem BioAssay, several laboratories
